High-throughput results: PubChem BioAssay, several laboratories
SV40 large T antigen = SV40 large T antigen inhibitors, biochemical (AID 1903). one-dose inhibition, % at 20 µM; IC50 in µM for titrated hits. 310,000 compounds, 0.39% hits. SV40 large T antigen ATPase/helicase inhibition assay; higher % means a stronger effect; in the data active = a potency from the dose series; note: strong numbers were not always called active
HIV fusion peptide = inhibitors of HIV fusion peptide binding, primary screen, biochemical, uHTS, fluorescence dequenching (AID 1986); cell-free peptide binding, fluorescence dequenching, 30 min; higher % means a stronger effect; inhibition, % at 20 µM; hits with a dose series show IC50 in µM; 290,000 compounds, 0.3% hits; in the data active = inhibition mostly above about 52%, no sharp cut-off; inactive = mostly below about 76%; note: some results filed as inactive read as strong as hits
UTI89 phage lysis = protection from phage-mediated lysis, alamar blue read-out – E. coli UTI89, K1F phage, bacterial capsule biogenesis inhibitors (AID 488966); E. coli UTI89 K1F phage lysis, alamar blue, 2 h; higher % means a stronger effect; inhibition, % at 100 µM; hits with a dose series show IC50 in µM; 340,000 compounds, 0.02% hits;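 active = phage lysis inhibition, versus mean bacterial control, above a set limit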;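 note: capsule biogenesis inhibitors block K1F phage lysis so surviving cells raise fluorescence; higher fluorescence means more inhibition of phage lysis; actives were called in the ten point dose series up to 300 µM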
GPR35 antagonists = inhibition of zaprinast-stimulated GPR35 beta-arrestin translocation – imaging, U2OS, beta-arrestin-GFP, zaprinast agonist, primary screen (AID 2058); 290,000 compounds, 0.052% hits; U2OS GPR35 beta-arrestin-GFP translocation imaging, zaprinast antagonism; higher % means a stronger effect; inhibition, % at 10 µM, or IC50 in µM where a hit was titrated;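 active = inhibition of at least 50% with at least 30 cells and total cytoplasm GFP at most 10,000,000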
Salmonella PhoP GFP = inhibitors of PhoP regulon expression, primary screen, Salmonella Typhimurium, GFP reporter (AID 1863); S. Typhimurium PhoP-regulated promoter GFP reporter, 4 h; higher % means a stronger effect; inhibition, % at 50 µM, or IC50 in µM where a hit was titrated; 300,000 compounds, 0.16% hits;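 active = inhibition over 29.93%, a cutoff 3 SD above the screen mean, later confirmed by dose response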;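 note: 0% = low Mg2+ inducing control and 100% = high Mg2+ repressing control; strong numbers were not always called active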
Dengue-2 NS5 capping = flavivirus cap methylation enzyme inhibition – biochemical, confirmation dose response, primary screen (AID 588689); Dengue-2 NS5 methyltransferase capping enzyme assay, biochemical; higher % means a stronger effect; inhibition, % at 25 µM, or IC50 in µM where a hit was titrated; 340,000 compounds, 0.3% hits; in the data active = a potency from the dose series
MgcRacGAP inhibition = MgcRacGAP GTPase-activating activity inhibitors, confirmation, biochemical, ADP Hunter fluorescence; inhibition, % at 30 µM; hits with a dose series show IC50 in µM; 340,000 compounds, 0.6% hits; MgcRacGAP-stimulated Rac1 GTP hydrolysis, ADP Hunter fluorescence; higher % means a stronger effect; GST-tagged Rac1 F28L mutant substrate; AID 624330;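 active = first-screen hits whose inhibition reached a set limit at any dose in the follow-up dose series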;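 note: fluorescence reports GDP produced by GAP-driven GTP hydrolysis; strong numbers were not always called active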
GPR55 antagonists = GPR55 antagonists blocking LPI-driven arrestin recruitment, primary screen, imaging, U2OS, beta-arrestin-GFP, LPI agonist (AID 2013). 290,000 compounds, 0.13% hits. inhibition, % at 10 µM, or IC50 in µM where a hit was titrated. U2OS GPR55 beta-arrestin-GFP translocation imaging, LPI antagonism; higher % means a stronger effect;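 active = spots per cell inhibited over 60%, with over 100 cells counted and total cytoplasm intensity under 500,000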;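 note: U2OS cells stably carrying GPR55 and arrestin-GFP stimulated by 5 µM LPI near EC80; imaged beta-arrestin-GFP aggregate spots per cell after agonist stimulation; plate controls were LPI-stimulated DMSO wells for no effect and DMSO wells without LPI for full effect; some results filed as inactive read as strong as hits; confirmed hits need IC50 under 10 µM and bright autofluorescent wells are also inconclusive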
RSV CPE inhibition = RSV antiviral activity via CPE protection, HEp-2 cells, primary 10 µM value included (AID 2391) | HEp-2 cells, RSV-induced CPE inhibition; higher % means a stronger effect | CPE inhibition, % at 10 µM, or IC50 in µM where a hit was titrated | 310,000 compounds, 0.13% hits; in the data active = a potency from the dose series; note: strong numbers were not always called active
Starred values were filed as active, the others as inactive; . = not tested or not shown; [ ] = another dose, or the depositor's remark.

Codes – A = SV40 large T antigen; B = HIV fusion peptide; C = UTI89 phage lysis; D = GPR35 antagonists; E = Salmonella PhoP GFP; F = Dengue-2 NS5 capping; G = MgcRacGAP inhibition; H = GPR55 antagonists; I = RSV CPE inhibition
Compound: N#Cc1ccc(CSCC(=O)NN=C2CCCC2)cc1
  A: 18%; B: -0.7%; C: 14%; D: 0%; E: -7%; F: -4%; G: 8%; H: 13%; I: -0.8%
Compound: COc1cccc(CCNC(=O)c2ccc(C#N)cc2)c1
  A: 8%; B: 0.8%; C: -0.1%; D: 2%; E: -12%; F: 5%; G: 4%; H: 12%; I: 1.5%
Compound: Cc1nnc(NC(=O)CCn2c(=O)oc3ccc(Cl)cc32)s1
  A: 11%; B: 2.2%; C: 0.1%; D: -6%; E: -7%; F: 3%; G: 10%; H: 17%; I: 3.1%
Compound: c1ccc(Nc2cccc3c(Nc4ccccc4)cccc23)cc1
  A: 16%; B: -2.9%; C: 0.3%; D: 9%; E: .; F: 17%; G: 8%; H: 14%; I: 1.7%
Compound: CC1=C(C(=O)OCc2ccccc2)C(c2ccccc2[N+](=O)[O-])NC(=O)N1C (centres undefined)
  A: 27%; B: 38%; C: 0.0%; D: -11%; E: -4%; F: -1%; G: 16%; H: 2%; I: 19%
Compound: CC1(C)CC(=O)C2=C(C1)OC(N)=C(C#N)C2c1ccc(OC(=O)N2CCOCC2)cc1 (centres undefined)
  A: 6%; B: -3.6%; C: 0.1%; D: 5%; E: 6%; F: -5%; G: 5%; H: 4%; I: 2.5%
Compound: CCCCCCCCc1nnc(NC(=O)c2ccco2)s1
  A: 3%; B: 8.4%; C: -1.3%; D: -6%; E: -12%; F: 6%; G: 6%; H: -1%; I: 4.6%
Compound: O=C(Nc1ccc2ccccc2c1)[C@@H]1C[C@H]1[C@@H](NP(=O)(c1ccccc1)c1ccccc1)c1ccccc1
  A: 17%; B: 0.1%; C: 1.7%; D: -23%; E: 0%; F: 4%; G: 9%; H: 6%; I: 3.5%
Compound: CCN(CC)C(=O)NC1CCCCCCC1
  A: 2%; B: -0.2%; C: 0.0%; D: 0%; E: -7%; F: -6%; G: 3%; H: -9%; I: -0.4%
Compound: COc1cc(NC(=O)c2ccco2)c(OC)cc1NC(=O)CCC(=O)Nc1cc(C)ccc1C
  A: 1%; B: -1.5%; C: -1.5%; D: 12%; E: 0%; F: 53%; G: 6%; H: 21%; I: 1.7%
Compound: Cc1nn(C(C)C(=O)NCc2cccs2)c(=O)c2nn(-c3ccccc3)c(C)c12 (centres undefined)
  A: 5%; B: 1.3%; C: 0.3%; D: 4%; E: -4%; F: -9%; G: 8%; H: 12%; I: .
Compound: CCOc1ccc(NC(=O)CCC(=O)c2ccc(F)cc2)cc1
  A: 11%; B: 4.2%; C: 0.1%; D: 14%; E: -4%; F: -4%; G: 9%; H: -1%; I: 1.3%
Compound: O=S(=O)(NCC1CCCO1)c1ccc(NS(=O)(=O)c2ccc(F)cc2)cc1 (centres undefined)
  A: 3%; B: -0.8%; C: -0.6%; D: 12%; E: 1%; F: 2%; G: 2%; H: -7%; I: 1.6%
Compound: O=C(CSc1nc(Nc2ccccc2)nc(N2CCOCC2)n1)Nc1ccc2c(c1)OCCO2
  A: 3%; B: -1.9%; C: 0.7%; D: -3%; E: 1%; F: -2%; G: 2%; H: 2%; I: 1.4%
Compound: COc1cccc(NC(=O)CCN2C(=O)C3CC=CCC3C2=O)c1 (centres undefined)
  A: -1%; B: -0.4%; C: 1.6%[50 µM]; D: -10%; E: -6%; F: -4%; G: 6%; H: -1%; I: 1.4%
Compound: O=C1NC2(CCCCC2)CO1
  A: 9%; B: -0.3%; C: -0.1%; D: -6%; E: 13%; F: -2%; G: -3%; H: -5%; I: 0.1%
Compound: O=c1[nH]c(CSc2nc3ccccc3s2)nc2cc(Cl)ccc12
  A: 5%; B: 12%; C: .; D: -4%; E: .; F: .; G: .; H: -6%; I: 18%
Compound: O=C(Cn1nnc(-c2ccc(F)cc2)n1)Nc1cccc(S(=O)(=O)N2CCCC2)c1
  A: .; B: .; C: 0.3%[50 µM]; D: .; E: .; F: -1%; G: 5%; H: .; I: 2.6%
Compound: O=C(c1ccco1)N1CCN(C(=O)c2cc3cc([N+](=O)[O-])ccc3oc2=O)CC1
  A: -4%; B: -2.4%; C: -1.2%; D: 11%; E: -1%; F: 2%; G: 8%; H: 11%; I: -1.8%
Compound: CC(C)(C)C(=O)N(Cc1ccc(Cl)cc1)c1cnccn1
  A: 9%; B: 0.3%; C: 0.3%; D: -6%; E: -3%; F: -7%; G: 4%; H: -3%; I: 4.8%
Compound: CC(=O)C[C@H]1c2ccccc2S(=O)(=O)N1C1CCCCC1
  A: 7%; B: .; C: 1.0%; D: .; E: 5%; F: -6%; G: 9%; H: .; I: -1.0%
Compound: CCc1nc2ccccc2n1CC(O)COc1ccc(NC(C)=O)cc1 (centres undefined)
  A: 22%; B: 1.3%; C: -1.1%; D: -6%; E: 5%; F: 7%; G: 11%; H: 6%; I: 1.5%
Compound: Cc1cc(C)nc(NC2=NCCN2C(=S)Nc2c(C)cccc2C)n1
  A: 7%; B: -0.7%; C: -0.1%; D: 2%; E: 7%; F: 3%; G: 6%; H: -10%; I: 3.3%
Compound: CC(C)(C)c1ccc(-c2cnco2)cc1
  A: 4%; B: 2.2%; C: 0.1%; D: 7%; E: 3%; F: 5%; G: 4%; H: -4%; I: 2.5%
Compound: CCOc1ccccc1CNCc1ccc(F)cc1
  A: -8%; B: 0.3%; C: 0.5%; D: 0%; E: 2%; F: 1%; G: 7%; H: 6%; I: 1.5%
Compound: O=C(Nc1ccccn1)c1ccc2nc(-c3ccccc3)c(-c3ccccc3)nc2c1
  A: 11%; B: -0.6%; C: .; D: 0%; E: 4%; F: .; G: .; H: 12%; I: 1.8%
Compound: CCC(Oc1ccccc1)C(=O)Nc1nc2ccccc2[nH]1 (centres undefined)
  A: 10%; B: 0.1%; C: 0.3%; D: -9%; E: -4%; F: -1%; G: 3%; H: 5%; I: 0.6%
Compound: Cc1nn(-c2ccccc2)nc1C(=O)NNC(=O)c1ccc(C(F)(F)F)cc1
  A: 5%; B: 0.6%; C: 1.3%; D: 1%; E: -11%; F: 4%; G: 10%; H: -1%; I: 4.1%
Compound: O=C(Nc1ccc2nc3ccccc3nc2c1)c1ccccc1
  A: 10%; B: 4.9%; C: -8.4%; D: 3%; E: -14%; F: 0%; G: 7%; H: 10%; I: 0.3%
Compound: Cc1cccc(N2CCN(S(=O)(=O)c3ccc4c(c3)CC(=O)N4C)CC2)c1C
  A: 13%; B: 0.3%; C: 0.5%; D: -6%; E: -6%; F: -8%; G: 11%; H: 17%; I: 17%

Four of these compounds in a different format:
Values run as follows: SV40 large T antigen	HIV fusion peptide	UTI89 phage lysis	GPR35 antagonists	Salmonella PhoP GFP	Dengue-2 NS5 capping	MgcRacGAP inhibition	GPR55 antagonists	RSV CPE inhibition
O=C(Nc1ccc2nc3ccccc3nc2c1)c1ccccc1
→ 10%	4.9%	-8.4%	3%	-14%	0%	7%	10%	0.3%
CCC(Oc1ccccc1)C(=O)Nc1nc2ccccc2[nH]1 (centres undefined)
→ 10%	0.1%	0.3%	-9%	-4%	-1%	3%	5%	0.6%
Cc1cc(C)nc(NC2=NCCN2C(=S)Nc2c(C)cccc2C)n1
→ 7%	-0.7%	-0.1%	2%	7%	3%	6%	-10%	3.3%
Cc1nn(-c2ccccc2)nc1C(=O)NNC(=O)c1ccc(C(F)(F)F)cc1
→ 5%	0.6%	1.3%	1%	-11%	4%	10%	-1%	4.1%

More records follow.
Codes – A = SV40 large T antigen; B = HIV fusion peptide; C = UTI89 phage lysis; D = GPR35 antagonists; E = Salmonella PhoP GFP; F = Dengue-2 NS5 capping; G = MgcRacGAP inhibition; H = GPR55 antagonists; I = RSV CPE inhibition
Compound: O=C(NCc1nc(-c2ccccc2)cs1)c1ccccc1
  A: 7%; B: 1.3%; C: 0.9%; D: 10%; E: 3%; F: 1%; G: 4%; H: -5%; I: 0.5%
Compound: COc1ccc(-c2nc(C#N)c(NCC3CCCO3)o2)cc1OC (centres undefined)
  A: 7%; B: 38%; C: 0.0%; D: -13%; E: -5%; F: 0%; G: 7%; H: -15%; I: 0.2%
Compound: COC(=O)c1ccc(-c2noc(CN3CCCC(CNC(C)=O)C3)n2)cc1 (centres undefined)
  A: .; B: 0.0%; C: 0.3%; D: 3%; E: .; F: -1%; G: 6%; H: 3%; I: 0.2%
Compound: N#CCC(=N)N1CCN(c2ccccc2Cl)CC1
  A: 0%; B: -2.1%; C: -0.1%[50 µM]; D: 5%; E: -7%; F: -12%; G: 5%; H: 7%; I: 2.2%
Compound: CCCc1nc2ccccc2n1C(=S)SC
  A: 10%; B: -0.8%; C: 0.4%; D: -5%; E: -2%; F: -11%; G: 2%; H: -1%; I: 1.8%
Compound: Cc1ccc(NC2=NCCC2)cc1Cl
  A: 7%; B: 1.2%; C: 0.6%; D: -14%; E: 4%; F: -15%; G: 4%; H: -2%; I: 0.9%
Compound: O=C(c1cc(COc2cccc(C(F)(F)F)c2)on1)N1CCC(c2ccncc2)CC1
  A: 8%; B: 1.1%; C: 0.1%; D: -8%; E: -1%; F: -2%; G: 4%; H: 2%; I: 3.8%
Compound: COc1ccc(NC(=O)c2ccc3c(=O)n4c(nc3c2)CCCCC4)cc1
  A: 10%; B: 1.3%; C: 0.1%; D: -3%; E: -14%; F: -5%; G: 5%; H: 6%; I: 13%
Compound: CCOC(=O)/C=c1\s/c(=C\c2c(OCC)ccc3ccccc23)c(=O)n1CC(=O)NCC1CCCO1 (centres undefined)
  A: 10%; B: 11%; C: 0.1%; D: -3%; E: 3%; F: -8%; G: 4%; H: -7%; I: 2.3%
Compound: CC(=O)Nc1cc2c(cc1NC(=O)Cn1nc(-c3ccc4c(c3)OCCO4)ccc1=O)OCCO2
  A: -2%; B: 1.3%; C: 0.5%; D: -14%; E: 0%; F: -12%; G: 5%; H: 1%; I: 1.2%
Compound: CCCN(C(=O)c1ccc(-n2cncn2)c([N+](=O)[O-])c1)C1CCS(=O)(=O)C1 (centres undefined)
  A: .; B: .; C: 0.2%[50 µM]; D: .; E: .; F: 1%; G: 0%; H: .; I: 0.5%
Compound: CN1CCN(c2ccc(NC(=S)NC(=O)c3cccc4c(Cl)cccc34)cc2)CC1
  A: 10%; B: 0.3%; C: 0.4%; D: 2%; E: -4%; F: -1%; G: 10%; H: -11%; I: -2.1%
Compound: COc1ccc(C(=O)N2CCN(c3ccccc3Cl)CC2)cc1S(=O)(=O)NC1CC1
  A: .; B: .; C: -0.2%[50 µM]; D: .; E: .; F: -3%; G: 8%; H: .; I: 4.7%
Compound: Cc1ccn(C(=O)c2cc3ccccc3oc2=O)n1
  A: 3%; B: 3.1%; C: .; D: -8%; E: 1%; F: .; G: .; H: -1%; I: 4.3%
Compound: CN(CCc1ccccn1)C(=O)CCC1CCCN(C(=O)c2cscn2)C1 (centres undefined)
  A: 2%; B: 1.3%; C: -0.2%; D: -10%; E: 2%; F: -1%; G: 2%; H: -14%; I: 1.1%
